Bim-Bcl-B = inhibitors of Bim-Bcl-B binding, primary screen, biochemical, multiplexed, human Bcl-2 family | AID 951, 2007 | Bcl-2-like protein 10 (Homo sapiens), Q9HD36 | inhibition, % at 10 µM | hit rate 0.073% among 190,000 | bead-based flow cytometry, Bim peptide-Bcl-B binding;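 further: 0% = tracer peptide without compound and 100% = reference inhibitor peptide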
RGS8-Gao = RGS8-Galphao binding modulators, primary screen, biochemical, multiplexed bead flow cytometry; actives lie on both sides; response (percent of control binding), % at 10 µM; hit rate 0.34% among 220,000; Guanine nucleotide-binding protein G(o) subunit alpha (Homo sapiens), P09471; in the data active means response below about 60% or above about 140%; inactive means in between;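 further: Galphao activated as the GDP aluminium fluoride complex binding bead-coupled RGS8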
Target sequence (P09471 whole entry, looked up): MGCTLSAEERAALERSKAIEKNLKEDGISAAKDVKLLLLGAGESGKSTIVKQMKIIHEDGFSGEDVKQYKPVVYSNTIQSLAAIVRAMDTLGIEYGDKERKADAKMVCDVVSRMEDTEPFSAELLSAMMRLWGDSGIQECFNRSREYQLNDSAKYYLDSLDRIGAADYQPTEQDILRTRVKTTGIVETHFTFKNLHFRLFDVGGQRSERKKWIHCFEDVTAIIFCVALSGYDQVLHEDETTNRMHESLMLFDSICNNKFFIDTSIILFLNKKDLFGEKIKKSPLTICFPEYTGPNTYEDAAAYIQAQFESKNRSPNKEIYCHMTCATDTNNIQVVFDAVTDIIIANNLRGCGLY
RGS7-Gao reg = RGS7-Galphao binding modulators, primary screen, biochemical, multiplexed bead flow cytometry; Guanine nucleotide-binding protein G(o) subunit alpha (Homo sapiens), P09471; actives lie on both sides; binding response (% of control), % at 10 µM; hit rate 0.35% among 220,000; in the data active means binding response below about 49% or above about 150%; inconclusive means no clear call, values can overlap the other calls; inactive means in between;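 further: fluorescent Galphao held in activated GDP-AlF4 state binding bead-coupled RGS7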
GSH bead fluor = compound fluorescence on glutathione beads, profiling panel, artefact control, biophysical, 488/530 nm, flow cytometry; GSH beads flow cytometry, compound fluorescence 488/530 nm; hits give high values; fluorescence (KMESF) at 10 µM; hit rate 0.25% among 190,000; in the data active means fluorescence above about 89;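 further: glutathione beads carrying GST-tagged Bcl family fusion proteins plus one bare bead set; values are compound well signal with DMSO vehicle wells as background; inactives centre near 16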
RGS4-Gao reg = modulators of RGS4 binding to Galphao, primary screen, biochemical, multiplexed bead flow cytometry; Guanine nucleotide-binding protein G(o) subunit alpha (Homo sapiens), P09471; actives lie on both sides; binding response (% of control), % at 10 µM; hit rate 0.33% among 220,000; AID 1415, 2008; in the data active means binding response below about 49% or above about 150%; inactive means in between;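 further: fluorescent Galphao activated with aluminum fluoride binding bead-coupled RGS4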
Bim-Bfl-1 = inhibitors of Bim binding to Bfl-1, primary screen, biochemical, multiplexed, bead-based flow cytometry | Bim-Bfl-1 binding inhibition | hit rate 0.12% among 190,000 | AID 1008, 2008 | Bcl-2-related protein A1 (Homo sapiens), Q16548 | inhibition, % at 10 µM;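 further: 0% = wells without compound plus tracer and 100% = blocker peptide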
Mcl1 Bid PPI = Mcl-1/Bid binding inhibitors, primary screen, biochemical, TR-FRET, 1536-well; Induced myeloid leukemia cell differentiation protein Mcl-1 (Homo sapiens), Q07820; TR-FRET Mcl-1/Bid-Dy647 peptide binding; inhibition, % at 21.7 µM; hit rate 0.97% among 220,000;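 active means compounds that cut the binding signal by more than half at the single screening dose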;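 further: His-tagged Mcl-1 with europium anti-His antibody binding Bid BH3 peptide; 0% = Mcl-1 plus peptide wells and 100% = peptide-only wells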
Bcl-W Bim block = inhibitors of Bim binding to Bcl-W, primary screen, biochemical, multiplexed, bead-based flow cytometry | Bcl-2-like protein 2 (Homo sapiens), Q92843 | Bim peptide-Bcl-W binding | inhibition, % at 10 µM | hit rate 0.02% among 190,000;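 further: 0% = bound tracer without compound and 100% = peptide blocker; higher means less fluorescent Bim peptide bound to Bcl-W beads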
Target sequence (Q92843 whole entry, looked up): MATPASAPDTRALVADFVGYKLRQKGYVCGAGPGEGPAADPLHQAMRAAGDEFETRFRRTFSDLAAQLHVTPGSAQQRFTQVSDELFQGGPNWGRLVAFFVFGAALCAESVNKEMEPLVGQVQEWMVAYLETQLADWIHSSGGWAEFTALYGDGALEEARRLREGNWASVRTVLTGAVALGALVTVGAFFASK
Bcl-2 Bim block = inhibitors of Bim-Bcl-2 binding, primary screen, biochemical, multiplexed, human Bcl-2 family. Apoptosis regulator Bcl-2 (Homo sapiens), P10415. Bead-based flow cytometry, Bim peptide-Bcl-2 binding. inhibition, % at 10 µM. hit rate 0.06% among 190,000. AID 950, 2007; in the data active means inhibition above about 40%; inconclusive means no clear call, values can overlap the other calls;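 further: 0% = no compound wells with probe peptide and 100% = reference peptide inhibitor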
Target sequence (P10415 whole entry, looked up): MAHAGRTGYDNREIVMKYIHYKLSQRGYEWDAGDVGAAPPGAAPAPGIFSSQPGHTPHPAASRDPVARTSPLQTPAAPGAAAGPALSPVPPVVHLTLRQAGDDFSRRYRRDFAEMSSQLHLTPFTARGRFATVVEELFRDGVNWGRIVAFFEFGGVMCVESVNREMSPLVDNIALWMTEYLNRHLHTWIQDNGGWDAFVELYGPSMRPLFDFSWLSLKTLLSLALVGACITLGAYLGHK
Mcl-1 Bim block = inhibitors of Bim peptide binding to Mcl-1, primary screen, biochemical, bead-based flow cytometry, multiplex; Induced myeloid leukemia cell differentiation protein Mcl-1 (Homo sapiens), Q07820; Bim peptide-Mcl-1 binding; inhibition, % at 10 µM; hit rate 0.1% among 190,000;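 further: 0% = no compound tracer wells and 100% = peptide blocker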
Bcl-XL Bim block = inhibitors of Bim-Bcl-XL binding, primary screen, biochemical, multiplexed, bead flow cytometry, human Bcl-XL. Bim peptide-Bcl-XL binding, fluorescence. inhibition, % at 10 µM. hit rate 0.04% among 190,000
Target sequence (Q07817 whole entry, looked up): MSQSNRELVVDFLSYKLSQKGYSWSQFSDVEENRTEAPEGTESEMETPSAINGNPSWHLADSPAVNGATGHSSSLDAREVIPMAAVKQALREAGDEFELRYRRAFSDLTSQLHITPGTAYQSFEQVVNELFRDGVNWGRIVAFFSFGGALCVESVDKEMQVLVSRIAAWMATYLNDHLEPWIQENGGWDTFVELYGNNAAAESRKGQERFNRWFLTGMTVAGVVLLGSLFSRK
* marks the source's active call; other numbers are inactive results; u = inconclusive; x = not tested or not shown; [ ] = remark or other dose. Unless noted, no stated cut-off is given here; in the data, active means inhibition above about 40%. Compounds as they come; about 1.8% have a hit in one of these screens.

SMILES	Bim-Bcl-B	RGS8-Gao	RGS7-Gao reg	GSH bead fluor	RGS4-Gao reg	Bim-Bfl-1	Mcl1 Bid PPI	Bcl-W Bim block	Bcl-2 Bim block	Mcl-1 Bim block	Bcl-XL Bim block
C=CCn1c(SCC(=O)N2CCc3ccccc3C2)nc2sc(CC)cc2c1=O	-10	105	99	11	99	-2	-3	-7	-4	-5	-6
COc1ccc(-n2ncc3c(=O)n(CC(=O)Nc4ccc(S(=O)(=O)N5CCOCC5)cc4)cnc32)cc1	-8	99	97	11	99	-2	-26	-3	-2	-3	-5
Clc1ccc(-n2cccc2)cn1	-1	96	u	11	96	-7	-20	0	-4	0	-1
CC(=O)c1ccc(N2CCN(C(=O)/C=C/c3ccc(S(=O)(=O)N4CCOCC4)cc3)CC2)cc1	-3	101	u	15	103	-3	-14	-2	-3	2	0
CCN1CCN(c2ncnc3c2c(-c2ccccc2)cn3-c2ccc(F)cc2)CC1	8	102	100	20	104	5	-1	1	3	2	-1
COC(=O)c1ccc2nc(C)cc(Nc3ccccc3C)c2c1	-3	99	95	18	95	-6	4	-2	-4	0	0
COc1ccc(NC(=O)Cn2nnc(-c3ccc(CN4CCOCC4)cc3)n2)c(OC)c1	-1	145*[activator]	129	13	149	-2	-35	0	0	-2	0
COC(=O)N/N=C\C=C\c1ccc2c(c1)OCO2	-1	101	102	17	104	-4	-15	-1	-1	0	0
COc1ccccc1NC(=O)CSc1nnc(-c2ccoc2C)n1CC1CCCO1 (stereo not drawn)	-6	96	99	24	98	-7	-22	-1	0	-5	-5
CC(=O)c1ccc(N2CCN(C(=O)c3ccco3)C(C)C2)c(F)c1 (stereo not drawn)	-5	101	97	25	100	-14	-19	0	-10	-1	-14
Fc1cccc(CN2CCN3CCCC3C2C2CCCCC2)c1 (stereo not drawn)	-6	102	101	32	99	-17	31	-1	-13	-4	-9
Cc1ccc(N2C(=O)NC(NC(=O)C3CC3)(C(F)(F)F)C2=O)cc1 (stereo not drawn)	-6	100	99	3	99	0	-9	-2	-3	-4	-5
CCOc1ccc(N2CC(C(=O)NCCCN3CCOCC3)CC2=O)cc1 (stereo not drawn)	-3	102	103	50	104	-3	1	0	0	2	0
CN1CCN(c2nc(-c3ccccc3)cc(C(F)(F)F)n2)CC1	1	97	98	54	94	-4	-30	0	2	0	-1
CCN(CC)C(=O)CSCc1cnn(-c2ccccc2)c1-n1cccc1	0	90	94	15	89	2	-38	5	1	-3	1
CCN(CC)CCCNC(=O)c1nn(-c2cccc(OC)c2)c(=O)c2ccccc12	-8	98	99	35	93	-19	-35	-2	-7	-4	-7
O=C(CCCC(=O)NCCc1ccccc1)NCCc1ccccc1	-7	81	97	24	93	0	12	-2	-4	0	-7
COc1cccc(CNc2ccccc2O)c1OCc1ccccc1F	0	102	u	13	102	1	-16	0	-4	3	2
Cc1nn(CCC(=O)NNC(=S)Nc2ccc(F)cc2)c(C)c1Br	-15	99	112	15	102	-8	-41	-3	-5	-4	-6
CCn1nnnc1NC(=O)c1cccc(OC)c1	-2	96	92	13	96	-2	-3	-2	-2	-2	-2
O=C(CSc1ccccc1)Nc1cccc(NC(=O)c2ccco2)c1	-5	97	94	24	90	-12	-11	1	-12	-1	-1
Cc1ccc(CN2C(=O)/C(=C\c3ccc(C(=O)NCc4cccnc4)cc3)Oc3ccccc32)cc1	-10	101	97	16	101	-18	16	-8	-6	-16	-6
OCC12COC(c3ccccc3)N1C(c1ccccc1)OC2 (stereo not drawn)	-11	98	99	27	97	-18	-4	-3	-9	-3	-11
Cc1cc(=O)oc2ccc(OC(=O)c3cccc(S(=O)(=O)N4CCOCC4)c3)cc12	-6	100	101	25	103	-9	-19	1	-5	-1	-1
Nc1nc(CN2CCN(c3ccccn3)CC2)nc(Nc2ccc(F)cc2)n1	-3	104	102	16	102	-6	-44	0	-10	0	-3
O=C(N/C(=C/c1cccc([N+](=O)[O-])c1)C(=O)N1CCCCCC1)c1cccs1	x	103	108	16	103	x	-15	x	u	x	x
Cc1ccc(N2CCN(/N=C/c3sccc3C)CC2)cc1	-6	102	102	22	100	-10	2	0	-3	2	-1
Cc1ccccc1CSCC(=O)Nc1ccccc1-c1ccccc1	-7	83	95	10	97	0	14	-1	-1	-5	-5
Cc1nn(C)cc1C(C(=O)NC1CCCCC1)N(C(=O)Cn1nnc2ccccc21)c1ccc(F)cc1 (stereo not drawn)	-3	97	102	17	99	-13	0	0	4	3	-1
CCCCNC(=O)c1ccc(N2CCOCC2)c(NS(=O)(=O)c2ccc(OC)cc2)c1	-2	101	100	22	100	-16	3	4	-5	1	-6
CCC(CC)C(=O)N1CCN(c2cccc(C)c2C)CC1	0	100	97	20	99	0	-21	-1	-2	0	-3
O=C(C[n+]1cccc(NC(=O)c2ccccc2)c1)c1cccc([N+](=O)[O-])c1	-2	115	112	13	112	15	-19	12	8	2	0
COc1ccc(CN2CCN(Cc3csc(C(C)=O)c3)CC2CCO)c(C)c1C (stereo not drawn)	-3	100	101	18	101	-5	-1	-1	-2	-1	-3
Cc1cccc(SCc2noc(C(=O)NCC3CCCO3)c2C(=O)O)c1 (stereo not drawn)	-5	100	104	35	102	-7	16	-4	-11	-5	-2
CCN(CC)CCCNc1nc(-c2ccccc2)nc2ccccc12	0	106	106	16	103	-1	11	-1	-1	1	-1
CCN(CC)CCNC(C(=O)Nc1cccc(C(C)=O)c1)c1ccccc1 (stereo not drawn)	0	101	99	9	98	-4	21	-1	0	-4	-1
Cc1ccc(C(=O)Nc2ccccc2C(=O)NC(Cc2c[nH]c3ccccc23)C(=O)O)cc1 (stereo not drawn)	1	102	97	9	104	-2	-56	3	0	0	0
CCOC(=O)C1CCN(C2CCN(Cc3nc(-c4ccccc4)no3)CC2)CC1	-2	102	102	10	99	-4	-23	-3	0	-2	-5
CCOC(=O)N=Nc1c2ccccc2c2nc3no[nH]c3nc12	-3	102	u	12	99	-5	-19	-2	-3	-2	-5
C/C(=N\NC(=S)NC(C)C)c1ccc(Cl)s1	-7	106	108	15	100	-1	-117	-6	-2	-1	-8

3 compounds from above, arranged by molecular weight, low to high:
SMILES	Bim-Bcl-B	RGS8-Gao	RGS7-Gao reg	GSH bead fluor	RGS4-Gao reg	Bim-Bfl-1	Mcl1 Bid PPI	Bcl-W Bim block	Bcl-2 Bim block	Mcl-1 Bim block	Bcl-XL Bim block
C/C(=N\NC(=S)NC(C)C)c1ccc(Cl)s1	-7	106	108	15	100	-1	-117	-6	-2	-1	-8
Cc1ccc(N2CCN(/N=C/c3sccc3C)CC2)cc1	-6	102	102	22	100	-10	2	0	-3	2	-1
CCOC(=O)C1CCN(C2CCN(Cc3nc(-c4ccccc4)no3)CC2)CC1	-2	102	102	10	99	-4	-23	-3	0	-2	-5

Remaining list, next part
SMILES	Bim-Bcl-B	RGS8-Gao	RGS7-Gao reg	GSH bead fluor	RGS4-Gao reg	Bim-Bfl-1	Mcl1 Bid PPI	Bcl-W Bim block	Bcl-2 Bim block	Mcl-1 Bim block	Bcl-XL Bim block
Fc1nc(N2CCCC2)c(F)c(Oc2ccccc2Oc2c(F)c(F)nc(N3CCCC3)c2F)c1F	0	97	97	17	99	2	-17	0	1	0	-3
CNC(=O)C1CC(=O)N(CCc2ccccc2)C(=Nc2ccc(OC)cc2)S1 (stereo not drawn)	-3	103	100	17	103	-7	-14	0	-6	-5	-4
CCCNC(=O)COC(=O)/C=C/c1cccc(F)c1	-2	101	98	11	100	-8	-20	-1	-3	-1	-1
C=CCSc1nc2c(c(=O)[nH]c(=O)n2C)n1Cc1ccc(C)cc1	-5	100	97	27	100	-6	16	3	-9	1	-3
CC1CC(=S)Nc2ccccc2S1 (stereo not drawn)	5	103	100	22	101	3	-23	1	8	1	-1
O=C(Cc1cccs1)Nc1ccc(S(=O)(=O)N2CCCCC2)cc1	-6	98	89	27	82	-11	24	-1	-7	-2	2
C=CCn1c(C#N)c(N)sc1=N	-8	102	104	13	104	-5	-29	-7	-2	-2	-8
O=C(NNC(=O)c1cccnc1)Nc1cccc(Cl)c1Cl	-9	100	98	18	101	-17	-24	-7	-6	21	-9
O=Cc1ccc(-c2ccc(Cl)cc2Cl)[nH]1	-1	26*	16*	16	26*	-6	-36	0	-1	0	-1
O=C(NC(Cc1ccccc1)C(=O)O)c1ccco1 (stereo not drawn)	4	101	99	19	101	0	-10	4	4	3	4
CCN(CC)S(=O)(=O)c1cc(NC(=O)[C@@H](NC(N)=O)C(C)C)ccc1C	-9	103	u	17	104	-6	-9	-3	-3	-1	-2
Cc1ccc(N2C(=O)N(CC(=O)N3CCOCC3)C(=O)C2C)cc1 (stereo not drawn)	0	119	116	12	118	3	-8	0	1	-2	0
O=C(C1=C[C@@H](c2csc3ccccc23)C[C@@H](OCc2ccc(CO)cc2)O1)N1CCOCC1	-9	98	100	21	97	-7	3	-2	-7	-4	-4
O=C(Nc1ccc(N2CCOCC2)cc1)c1ccc2nc(-c3ccco3)c(-c3ccco3)nc2c1	0	99	97	44	95	11	-12	4	3	1	1
O=C(CSCc1ccc(Cl)cc1)c1ccco1	-6	104	106	260*	108	-12	-38	3	-7	-5	-4
CS(=O)(=O)N(Cc1ccc(Cl)cc1)c1ccc(C(=O)NCCSc2ccccn2)cc1	2	101	99	9	100	8	4	-2	1	-4	0
Cc1ccccc1/C=N/Nc1ccnc2cc(Cl)ccc12	5	101	107	8	107	16	52*	3	17	4	4
CCOc1ccccc1OCC(=O)OCC(=O)Nc1ncc(Cl)cc1Cl	-4	98	96	18	97	1	-9	0	-3	-2	-5
COC(=O)[C@H](C)NC(=O)NCc1ccco1	-13	100	99	24	98	-18	-23	-3	-14	-5	-5
CC(C)(C)NC(=S)NC(=O)C12CCC3CC(CC(C3)C1)C2	2	101	103	11	101	-1	-54	-5	-1	21	-6
Cc1ccccc1N1C(=O)N(c2cccc(C(F)(F)F)c2)C2CS(=O)(=O)CC21 (stereo not drawn)	0	101	100	22	98	-3	-9	-2	0	0	0
Cc1ccc([N+](=O)[O-])cc1N/C=C/C(=O)c1ccco1	-2	101	103	8	102	0	-22	1	-4	0	-1
O=C(NCCCl)Nc1cccc(Br)c1	1	100	106	9	103	-6	-17	0	-6	0	0
Clc1ccc(-c2cnc3n2CCCCC3)cc1	-1	103	94	11	100	-7	-9	0	0	0	-2
COCCNC(=O)COc1ccc(C)cc1C(=O)c1cc(C#N)c(=O)n(C2CC2)c1	-6	103	u	17	105	-3	-20	-1	0	-1	-1
Cc1c(NC(=S)NC(=O)c2ccc(-c3ccc(Cl)cc3)o2)cccc1C(=O)O	-1	100	101	14	102	-4	5	0	-1	0	-1
Cn1cc(Br)c(C(=O)Nc2nccs2)n1	-9	100	100	11	102	1	-11	-4	-3	-8	-9

Screens (PubChem BioAssay)
